Compound activity: PubChem BioAssay, Broad Institute
CFTR F508del cor: correctors of CFTR F508del function in bronchial epithelial cells; 350,000 compounds, 0.36% hits; activity (quench increase), % at 7.58 µM; CFBE cells, YFP halide quenching; stimulated with forskolin plus potentiator P3; % fluorescence drop versus neutral controls;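 active = mean added fluorescence quench of at least 8% versus neutral control, with both replicates also reaching 8%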;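 note: cells transiently co-express mutant CFTR-F508del with the halide-sensitive YFP; corrector assay measuring rescue of mutant channel to the surface after 24 h compound exposure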
FN deposit inh: fibronectin deposition inhibition. AH1F fibroblasts, Alexa488-fibronectin deposition fluorescence, overnight. inhibition, % at 12.6 µM. 350,000 compounds, 0.086% hits. AID 743247;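 active = mean inhibition across replicates of 30% or more, regardless of how many single replicates reach that level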;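 note: positive control wells lacked labelled fibronectin entirely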
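Material: AH1F fibroblasts assembling fluorescent fibronectin matrix; amount: 10000 AH1F cells/well; medium: DMEM, 2% serum; reagent: Alexa488-fibronectin, 24 nM final in well; dosing: single compound dose, delivered by pin transfer; incubation: 1 h adhesion, overnight exposure; detection: fluorescence after three HBSS washes, excitation 485 nm, emission 525 nm; measure: fibronectin deposition inhibition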
GSIS activator: primary screen for activators of insulin secretion dependent on glucose, INS-1E cells, GLuc reporter luminescence | INS-1E GLuc reporter insulin secretion, 2-3 h | activation, % at 16.6 µM | 370,000 compounds, 0.61% hits | AID 743287;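 active = lowest replicate activation of at least 40%, so every replicate reaches that level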;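 note: 0% = median of neutral control wells and 100% = median of IBMX positive control wells; some compounds called inactive have numbers as strong as hits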
PGC1a acetyl inh: lowers PGC1a acetylation signal in U2OS cells; AID 651687; AlphaScreen anti-acetyl-lysine; with virally co-expressed GCN5 acetyltransferase; inhibition, % at 15.6 µM; 350,000 compounds, 0.17% hits;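 active = every replicate shows inhibition of at least 40%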;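 note: 0% = neutral control wells and 100% = positive control wells; some results beyond the cut were filed as inactive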
PglD DTNB: inhibitors of Campylobacter jejuni PglD acetyltransferase | 360,000 compounds, 0.098% hits | inhibition, % at 12.5 µM | purified PglD enzyme, DTNB colorimetric CoA detection; in the data active = inhibition above about 16%, passing the limit was not always enough; note: strong numbers were not always called active
miR122 inh: inhibitors of miR-122 in Huh7 cells | Huh7 miR-122 Renilla luciferase sensor, 48 h; neutral wells = 0, positive control = 100 | activation (reporter increase), % at 12.5 µM | 340,000 compounds, 0.3% hits | AID 602342;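 active = mean replicate activation score at least 90 and every replicate individually at or above 90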;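 note: higher luciferase means less miR-122 activity so hits act as miR-122 inhibitors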
Statin myotox sup: suppression of simvastatin myotoxicity. 330,000 compounds, 0.78% hits. rescue of ATP level, % at 7.49 µM. C2C12 myotubes + simvastatin, ATP luminescence, 48 h; scaled: DMSO 0, geranylgeraniol control 100;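 active = mean ATP rescue above about 67%, or every replicate alone reaching that limit, limit read from the data, passing the limit was not always enough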;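 note: myotubes were challenged with 10 µM simvastatin during compound exposure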
Cneo AK release: Cryptococcus neoformans lysis via adenylate kinase release. C. neoformans lysis, adenylate kinase release luminescence, 4 h; normalised: neutral wells 0, clomiphene wells 100. 360,000 compounds, 0.2% hits. lysis activity, % at 15 µM;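 active = mean lysis activity across replicates of at least 80%, whatever share of replicates individually reach that level; inactive = mean lysis activity below 80%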
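Assay system: Cryptococcus neoformans yeast cells / Dosing: single-point compound dose / Timing: 4 h at 37 °C static, read 1 h later / Measured by: luminescence of released adenylate kinase using an AK detection reagent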
The depositor's hits bear a star; & = joins results of further samples; [ ] = dose if it differs, or a comment.

Results for CCN(CC)C(=O)C1=C(C)N(Cc2ccc(C(C)(C)C)cc2)C(=O)C(CC(=O)NCCc2ccccn2)C1 (stereo not given) ?
CFTR F508del cor: -2.5; GSIS activator: -29.4; PGC1a acetyl inh: -0.4; PglD DTNB: -2.5; miR122 inh: -5.5; Statin myotox sup: -3.2; Cneo AK release: -1.5

Results for O=CNCCCc1nc2ccccc2n1Cc1ccccc1 ?
FN deposit inh: -4.8; PGC1a acetyl inh: 0.7; PglD DTNB: -6.1; miR122 inh: -2.8; Statin myotox sup: 3.5; Cneo AK release: -0.1

Results for C=CCNC(=S)N1CCC(C(=O)c2ccc(Cl)cc2)CC1 ?
FN deposit inh: -4.2; PGC1a acetyl inh: -18.8; PglD DTNB: 6.6; miR122 inh: -6.0; Statin myotox sup: 2.8; Cneo AK release: -7.5

Results for CCOc1ccc(N(CC(=O)N2CCN(c3ccccc3F)CC2)S(=O)(=O)c2c(C)noc2C)cc1 ?
CFTR F508del cor: -4.1; FN deposit inh: 6.6; GSIS activator: -8.4; PGC1a acetyl inh: 10.2; PglD DTNB: -1.4; miR122 inh: -0.4; Statin myotox sup: 3.8; Cneo AK release: 3.5

How did O=C(C1=C[C@@H](c2coc3ccccc3c2=O)C[C@@H](OCCCCO)O1)N1CCOCC1 do in these assays?
CFTR F508del cor: -1.5&-1.0; FN deposit inh: 6.7; GSIS activator: 3.3; PGC1a acetyl inh: -12.3&0.7; PglD DTNB: -2.6&-8.2; miR122 inh: -8.7; Statin myotox sup: 8.9; Cneo AK release: -29.0&-2.6

How did Cc1cccc(Nc2nc(-c3ccc4c(c3)OCCO4)cs2)c1 do in these assays?
PGC1a acetyl inh: -0.4; PglD DTNB: -2.3; miR122 inh: 9.2; Statin myotox sup: -26.2; Cneo AK release: -7.7

What do the screens show for `Cn1ccnc1C(OC(=O)c1ccccc1)C(F)(F)F` (stereo not given)?
CFTR F508del cor: 3.2; FN deposit inh: -5.0; PGC1a acetyl inh: 3.6; PglD DTNB: -6.6; miR122 inh: -3.4; Statin myotox sup: -1.4; Cneo AK release: 1.2

Results for Cc1ccc(NC(=O)C2CCN(S(=O)(=O)c3ccc(F)cc3)CC2)cc1 ?
FN deposit inh: 4.7; PGC1a acetyl inh: -2.1; PglD DTNB: 5.0; miR122 inh: 6.8; Statin myotox sup: -0.3; Cneo AK release: 5.6

How did CC(C)NC(=O)N(C)C[C@H]1Oc2ncc(-c3ccccc3F)cc2C(=O)N([C@@H](C)CO)C[C@@H]1C do in these assays?
CFTR F508del cor: -2.9; GSIS activator: 14.7; PGC1a acetyl inh: 12.6; PglD DTNB: -0.8; miR122 inh: -5.2[16.7 µM]; Statin myotox sup: 9.0; Cneo AK release: -1.4

Results for O=C(OCc1cn([C@H]2CN(C(=O)c3cccs3)[C@@H](c3ccccc3)C[C@@H]2O)nn1)c1ccccc1 ?
CFTR F508del cor: 2.1; FN deposit inh: 2.7; PGC1a acetyl inh: -8.9; PglD DTNB: -4.5; miR122 inh: -6.6; Statin myotox sup: 7.6; Cneo AK release: 0.1

Results for CCOC(=O)C1=c2s/c(=C\c3cccnc3)c(=O)n2C(N)=C(C(=O)OC)C1c1cccnc1 (stereo not given) ?
PGC1a acetyl inh: -10.9; PglD DTNB: -0.6; miR122 inh: -1.1; Statin myotox sup: -8.6; Cneo AK release: -1.2

Results for CCOC(=O)C1=C2N(C)c3ccccc3N2CCC1=O ?
GSIS activator: 16.5; PGC1a acetyl inh: 2.1; miR122 inh: 0.8; Statin myotox sup: -6.0; Cneo AK release: 4.3

What do the screens show for `Cc1cc(N2CCN(c3ccccc3Cl)CC2)n2cc(-c3ccccc3)nc2n1`?
FN deposit inh: -16.1; PGC1a acetyl inh: -27.7; PglD DTNB: -2.9; miR122 inh: -24.5; Statin myotox sup: 19.2; Cneo AK release: -2.7

Results for CC(NC(=O)Cn1cnc2c1c(=O)n(C)c(=O)n2C)c1ccccc1 (stereo not given) ?
PGC1a acetyl inh: -4.0; PglD DTNB: -8.3; miR122 inh: 0.8; Statin myotox sup: 6.9; Cneo AK release: -6.2

How did COc1ccc(N2C(=O)CCC(C(=O)O)C2c2ccc(OC)c(OC)c2)cc1 (stereo not given) do in these assays?
FN deposit inh: -8.1; PGC1a acetyl inh: 5.3; PglD DTNB: -5.2; miR122 inh: -6.0; Statin myotox sup: 1.2; Cneo AK release: 1.5

What do the screens show for `O=C(CN1CCOCC1)N/N=C/c1cccc2ccccc12`?
CFTR F508del cor: -1.4; FN deposit inh: -2.2; GSIS activator: 12.8; PGC1a acetyl inh: 9.9; PglD DTNB: -0.8; miR122 inh: -3.2; Statin myotox sup: 2.2; Cneo AK release: -0.6

Results for CCOc1cc(C#N)c(NC(=O)c2ccnn2C)cc1OCC ?
CFTR F508del cor: 1.4; FN deposit inh: -2.8; GSIS activator: 9.1; PGC1a acetyl inh: 19.1; PglD DTNB: -7.1; miR122 inh: 3.3; Statin myotox sup: 3.5; Cneo AK release: 0.2

Results for Cc1noc(C)c1NC(=O)N(C)C[C@@H]1Oc2ccc(NC(=O)Nc3ccc(F)cc3)cc2C(=O)N([C@H](C)CO)C[C@@H]1C ?
CFTR F508del cor: 2.7; GSIS activator: -6.2; PGC1a acetyl inh: 9.6; PglD DTNB: -0.8; miR122 inh: 0.6[16.7 µM]; Cneo AK release: 5.9

How did C[C@@H]1CCCCO[C@@H](CN(C)C(=O)c2ccncc2)[C@@H](C)CN([C@H](C)CO)C(=O)c2cc(NC(=O)c3ccncc3)ccc2O1 do in these assays?
CFTR F508del cor: 1.4; FN deposit inh: 6.6; GSIS activator: 3.6; PGC1a acetyl inh: 3.0; PglD DTNB: 3.4; miR122 inh: 0.2[16.7 µM]; Cneo AK release: 1.0

Results for O=C(CCC1CCCC1)NNC(=O)c1cc2ccccc2cc1O ?
CFTR F508del cor: -2.1; FN deposit inh: -0.6; GSIS activator: -5.9; PGC1a acetyl inh: -2.5; miR122 inh: 0.1; Statin myotox sup: 8.7

Not a retest: entries from further up.
How did C[C@@H]1CCCCO[C@@H](CN(C)C(=O)c2ccncc2)[C@@H](C)CN([C@H](C)CO)C(=O)c2cc(NC(=O)c3ccncc3)ccc2O1 do in these assays?
CFTR F508del cor: 1.4; FN deposit inh: 6.6; GSIS activator: 3.6; PGC1a acetyl inh: 3.0; PglD DTNB: 3.4; miR122 inh: 0.2[16.7 µM]; Cneo AK release: 1.0

Results for O=C(CCC1CCCC1)NNC(=O)c1cc2ccccc2cc1O ?
CFTR F508del cor: -2.1; FN deposit inh: -0.6; GSIS activator: -5.9; PGC1a acetyl inh: -2.5; miR122 inh: 0.1; Statin myotox sup: 8.7

Entries shown so far containing a Cl atom:
Results for C=CCNC(=S)N1CCC(C(=O)c2ccc(Cl)cc2)CC1 ?
FN deposit inh: -4.2; PGC1a acetyl inh: -18.8; PglD DTNB: 6.6; miR122 inh: -6.0; Statin myotox sup: 2.8; Cneo AK release: -7.5

What do the screens show for `Cc1cc(N2CCN(c3ccccc3Cl)CC2)n2cc(-c3ccccc3)nc2n1`?
FN deposit inh: -16.1; PGC1a acetyl inh: -27.7; PglD DTNB: -2.9; miR122 inh: -24.5; Statin myotox sup: 19.2; Cneo AK release: -2.7

(more compounds)
What do the screens show for `O=C(CSc1nnc(NC(=O)c2cccc(F)c2)s1)NC1CC1`?
CFTR F508del cor: 1.5; FN deposit inh: 2.2; GSIS activator: -8.6; PGC1a acetyl inh: -0.1; PglD DTNB: -1.5; miR122 inh: 2.1; Statin myotox sup: -27.3; Cneo AK release: -4.5

How did COc1cc(OC)c(NC(=O)CC2SC(N)=NC2=O)cc1Cl (stereo not given) do in these assays?
CFTR F508del cor: -1.3; FN deposit inh: -2.3; GSIS activator: -0.1; PGC1a acetyl inh: -6.8; PglD DTNB: -0.7; miR122 inh: 1.8; Statin myotox sup: 1.6; Cneo AK release: -0.5

What do the screens show for `CC(=O)NC(Cc1c[nH]c2ccccc12)C(=O)OCC(=O)N1CCCCCC1` (stereo not given)?
CFTR F508del cor: -1.0; FN deposit inh: 4.8; GSIS activator: 18.1; PglD DTNB: -3.2; miR122 inh: -11.4; Statin myotox sup: 3.5; Cneo AK release: -1.2

How did CCC(C(=O)NC1CCCCCC1)c1ccccc1 (stereo not given) do in these assays?
CFTR F508del cor: -1.0; FN deposit inh: -0.6; GSIS activator: -11.5; PglD DTNB: 1.4; miR122 inh: 4.4; Statin myotox sup: 2.9; Cneo AK release: -2.2

What do the screens show for `Cc1ccc(C(=O)CNc2cccc(Cl)c2)cc1`?
FN deposit inh: -2.4; GSIS activator: 59.9; PGC1a acetyl inh: -2.2; PglD DTNB: 3.9; miR122 inh: 7.3; Statin myotox sup: -13.8; Cneo AK release: 4.7

What do the screens show for `CCC(=O)N1C[C@@H](C)[C@H](OC)CN(C)C(=O)c2cc(NC(=O)Nc3ccc(Cl)cc3)ccc2OC[C@@H]1C`?
CFTR F508del cor: 0.6; FN deposit inh: 7.7; GSIS activator: -10.0; PGC1a acetyl inh: 1.7; PglD DTNB: 0.1; miR122 inh: -15.4[16.7 µM]; Statin myotox sup: -11.8; Cneo AK release: 47.5

How did COc1ccc(C(c2nnnn2Cc2cccs2)N2CCN(c3ccccc3)CC2)cc1OC (stereo not given) do in these assays?
FN deposit inh: 17.1; PGC1a acetyl inh: -0.5; PglD DTNB: -4.9; miR122 inh: 5.7; Statin myotox sup: -17.6; Cneo AK release: -0.6

What do the screens show for `O=C([C@@H]1[C@@H](CO)[C@@H]2Cn3c(ccc(-c4ccccc4F)c3=O)[C@H]1N2C(=O)C1CC1)N1CCOCC1`?
CFTR F508del cor: -1.0; GSIS activator: 4.9; PglD DTNB: 2.2; miR122 inh: 0.6[16.7 µM]; Statin myotox sup: 50.1; Cneo AK release: 0.8

What do the screens show for `CN(C)C(=O)c1ccc(-c2ccc([C@@H]3[C@@H](CO)N4CCCCN(Cc5ccncc5)C[C@H]34)cc2)cc1`?
CFTR F508del cor: 1.9; GSIS activator: 1.9; PGC1a acetyl inh: 5.6; PglD DTNB: 8.2; miR122 inh: 3.2[16.7 µM]; Statin myotox sup: -5.1; Cneo AK release: -2.5

Results for O=C(CN1CCOCC1)N/N=C/c1c(O)ccc2ccccc12 ?
CFTR F508del cor: 3.2; FN deposit inh: 13.1; GSIS activator: 0.1; PglD DTNB: -1.0; Statin myotox sup: 10.7; Cneo AK release: 4.6

How did CN(C(=O)c1ccccc1)c1ccccc1C(=O)NCCc1ccccc1 do in these assays?
CFTR F508del cor: -0.6; GSIS activator: -16.3; PglD DTNB: 0.6; Cneo AK release: -1.3

What do the screens show for `C[C@@H]1CN([C@H](C)CO)C(=O)c2cc(NC(=O)CCCN(C)C)ccc2O[C@H]1CN(C)C(=O)Nc1ccc(F)cc1`?
CFTR F508del cor: 0.3; GSIS activator: 14.3; PGC1a acetyl inh: 0.6; PglD DTNB: 1.6; miR122 inh: 1.0[16.7 µM]; Statin myotox sup: -19.4; Cneo AK release: -1.3

What do the screens show for `COc1ccc(CNCCS(=O)(=O)NC2CCCCC2)cc1`?
CFTR F508del cor: 2.2; FN deposit inh: 1.3; GSIS activator: -2.2; PglD DTNB: -3.6; miR122 inh: -0.9; Statin myotox sup: -17.5; Cneo AK release: -1.2

How did CC(OC(=O)C1CC(=O)N(Cc2ccccc2)C1)C(=O)Nc1ccc(F)cc1Cl (stereo not given) do in these assays?
CFTR F508del cor: -2.2; FN deposit inh: -3.5; GSIS activator: 2.5; PGC1a acetyl inh: -0.8; miR122 inh: -1.4

How did Nc1nonc1C(=O)OCC(=O)N1CCCCC1 do in these assays?
GSIS activator: 1.5; PGC1a acetyl inh: -7.2; PglD DTNB: -2.3; miR122 inh: -3.9; Cneo AK release: -0.1
